# Screening data as filed in PubChem BioAssay.
# PKA-R1A activ: PKA-R1A complex activation. activation, % at 11.4 µM. PKA-R1A dissociation, Cy5-IP20 fluorescence polarization; scaled: DMSO 0%, 113 µM cGMP 100%. actives 0.083% (n = 340,000). P00514+P68181;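 active = percent activation above the mean of all tested compounds plus 3 SD, cut at about 19% in these data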;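 note: higher means more PKAc released from R1A so a rise in polarization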
# Arr AP2 block: blocks beta-arrestin peptide binding to AP2 adaptin; FITC-arrestin peptide / GST-AP2 beads, flow cytometry; AP2 beta2 appendage carries R879A mutation; inhibition, % at 10 µM; actives 0.31% (n = 340,000); AID 504490;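 active = inhibition above a set limit, near 3 SD of compounds lacking own fluorescence, cut at about 54% in these data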;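 note: plate controls were DMSO wells for no effect and 5 µM unlabelled arrestin peptide for full effect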
#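 System: GST-AP2 R879A glutathione beads. Medium: PBS with 0.05% Tween 20 and 0.1% BSA. Also added: FITC-arrestin peptide, 50 nM. Incubation: 12 min plus 1 h, RT. Measured by: high-throughput flow cytometry of beads, ex 488, em 535 nm. Evaluation: percent drop in bead-associated FITC signal.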
# SR-BI DiI inh: blocks mouse SR-BI lipid uptake from DiI-HDL. Q61009. AID 488896. ldlA[mSR-BI] CHO cells, DiI-HDL uptake fluorescence, 3 h. actives 0.96% (n = 320,000). inhibition, % at 12.5 µM;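 active = mean replicate inhibition of at least 70% and a set share of replicates each scoring 70 or more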;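 note: 0% = median of neutral control wells and 100% = median of positive control wells; values of inactives mirror those of a sister screen read the other way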
# PKA-R2B act: PKA-R2B complex activation. actives 0.079% (n = 340,000). PKA-R2B holoenzyme dissociation, Cy5-IP20 fluorescence polarization; R2B truncated from residue 108, S112A mutant; 0% DMSO only, 100% 113 µM cGMP. activation, % at 11.4 µM. AID 504700. P22694+P31323;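 active = activation above a cutoff set at the mean over all compounds plus 3 SD, cut at about 18% in these data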;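 note: higher means more holoenzyme dissociation and a rise in polarization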
# Target sequence (P31323 whole entry, looked up, other chains not shown, the tested form may be a part): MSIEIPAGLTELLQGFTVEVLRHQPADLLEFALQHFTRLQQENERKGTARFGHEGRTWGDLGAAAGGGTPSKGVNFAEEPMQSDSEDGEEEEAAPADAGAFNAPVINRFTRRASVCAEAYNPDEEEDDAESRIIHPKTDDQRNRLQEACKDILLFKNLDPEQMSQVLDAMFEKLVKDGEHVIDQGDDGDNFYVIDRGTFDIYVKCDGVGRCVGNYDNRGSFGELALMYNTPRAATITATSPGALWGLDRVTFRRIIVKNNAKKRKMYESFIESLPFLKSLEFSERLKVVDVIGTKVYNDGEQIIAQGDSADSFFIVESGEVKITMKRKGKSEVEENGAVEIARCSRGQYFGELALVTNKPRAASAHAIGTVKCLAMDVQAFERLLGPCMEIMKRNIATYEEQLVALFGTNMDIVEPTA
# DSG3 Ab inh: human desmoglein-3 autoantibody binding inhibition | P32926 | DSG3-coupled beads, scFv-anti-DSG3-GFP binding, flow cytometry; active compounds read low | binding (percent of control), % at 10 µM | actives 0.48% (n = 310,000) | AID 588358;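 active = binding more than 3 SD below its plate's average and above zero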;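 note: hits lower antibody fragment binding to DSG3; some compounds called inactive have numbers as strong as hits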
# MITF act: MITF TRPM1 promoter activation in melanoma cells; SK-MEL-5 TRPM1-promoter luciferase, 24 h; % of positive control, neutral wells = 0; activation, % at 12.5 µM; actives 0.75% (n = 300,000); AID 588334;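 active = mean activation of at least 80% with every replicate also reaching 80%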;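 note: 0% = neutral control wells and 100% = parthenolide positive control wells; values of inactives mirror those of a sister screen read the other way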
# NSD2 inh: blocks human histone methyltransferase NSD2; O96028; NSD2 peptide methylation, AlphaScreen, 120 min; inhibition, % at 12.5 µM; actives 0.54% (n = 310,000); AID 743445; in the data active = inhibition above about 50%
# CDK5 inh: CDK5/p35 (human) kinase inhibition; inhibition, % at 10 µM; actives 0.01% (n = 330,000); Recombinant CDK5/p35, ADP-Glo luminescence, 60 min; AID 488839; Q00535+Q15078;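 active = highest replicate inhibition of at least 50% and at least 75% of replicates reaching 50%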;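 note: plate controls were DMSO neutral control for no effect and GW8510 at 10 µM for full effect; many of its hits are not listed in these tables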
# Mot1-301 SUMO: inhibitors of SUMOylation pathway: yeast Mot1-301 growth rescue; S. cerevisiae Mot1-301 growth rescue, ATP luminescence, 38.5C; percent above DMSO median, 100 means doubled; growth rescue, % at 18.8 µM; actives 1% (n = 320,000); AID 2716;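 active = every valid replicate shows activation above 250% relative to neutral control wells; inactive = the rest, any valid replicate at or below 250%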;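 note: OY570 slx delta 5 strain wells were the positive control but not used for scaling; some compounds called inactive have numbers as strong as hits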
# dFosB act: enhances mouse delta FosB homodimer DNA binding; P13346; purified delta FosB, TAMRA-CDK5 oligo fluorescence polarization; percent of positive-control signal above neutral wells; activation, % at 25 µM; actives 0.99% (n = 340,000);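 active = mean activation above about 17%, with every replicate also reaching it, limit read from the data, passing the limit was not always enough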;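 note: fluorescence polarization rise as delta FosB binds a TAMRA Cdk5 AP-1 oligo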
# Target sequence (P13346 whole entry, looked up): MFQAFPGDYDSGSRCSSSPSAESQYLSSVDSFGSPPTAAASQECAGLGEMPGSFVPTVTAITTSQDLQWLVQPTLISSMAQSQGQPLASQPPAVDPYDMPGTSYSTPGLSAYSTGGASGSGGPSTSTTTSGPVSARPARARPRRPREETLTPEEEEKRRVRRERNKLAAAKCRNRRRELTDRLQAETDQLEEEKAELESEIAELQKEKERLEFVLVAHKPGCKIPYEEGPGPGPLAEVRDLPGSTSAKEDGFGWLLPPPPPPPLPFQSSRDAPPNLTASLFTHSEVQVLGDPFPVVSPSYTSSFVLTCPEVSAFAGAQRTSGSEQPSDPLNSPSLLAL
# SR-BI DiI-HDL act: SR-BI HDL lipid transfer activation; CHO ldlA[mSR-BI] cells, DiI-HDL uptake fluorescence, 3 h; 100 = double the neutral-control signal; actives 0.096% (n = 320,000); activation, % at 12.5 µM;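 active = mean replicate activation of at least 60% and every replicate at or above 60%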;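 note: 0% = median plate neutral-control signal and 100% = twice that signal; values of inactives mirror those of a sister screen read the other way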
#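 Material – SR-BI-overexpressing, LDLR-lacking CHO cells · Medium – BSA-supplemented, HEPES-buffered Ham's F12, pH 7.4 · Doses – single concentration · Times – compound with DiI-HDL co-incubation, 3 h at 37 °C · Measured by – bottom-read fluorescence, 550/595 nm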
# Active calls of the source: *; . = not tested or not shown. Compounds as they come, and some 4.7% of all compounds hit somewhere here.
PKA-R1A activ	Arr AP2 block	SR-BI DiI inh	PKA-R2B act	DSG3 Ab inh	MITF act	NSD2 inh	CDK5 inh	Mot1-301 SUMO	dFosB act	SMILES	SR-BI DiI-HDL act
-2.9	4.3	-19.1	-19.2	108.6	6.0	-4.6	1.6	4.0	-5.8	CSc1nc2ccc(S(N)(=O)=O)cc2s1	19.1
-7.5	26.5	-47.1	3.7	131.3	4.9	0.3	-2.3	6.5	-0.5	O=C(CCNS(=O)(=O)c1ccc(Cl)cc1)NCc1ccccn1	47.1
-1.0	28.7	-7.9	1.2	.	11.9	1.2	-0.3	13.9	0.6	Cc1ccc(NC(=O)CSc2nnc(-c3ccccn3)n2C)cc1	7.9
-3.4	4.0	-7.0	1.6	90.3	-2.1	0.2	-0.3	-4.4	-15.3	COc1ccc(C2=NN(C(=O)c3ccccc3)C(c3ccc(OC)c(OC)c3)C2)c(OC(C)=O)c1 (stereo not drawn)	7.0
14.4	-3.3	0.5	12.9	98.4	6.5	.	-1.2	10.1	-1.4	C/C=C/C(=O)Nc1cccc(C2=NOC3(C2)C[C@@H](C(N)=O)N(C(=O)/C(C)=C/C)C3)c1 (stereo partly drawn)	-0.5
7.4	22.2	4.2	-2.6	99.4	6.1	-2.3	2.0	15.1	1.1	O=C(NCC(c1cccnc1)N1CCN(c2ccc(F)cc2)CC1)c1ccccc1 (stereo not drawn)	-4.2
0.1	12.5	22.2	1.7	121.2	-17.2	6.5	-1.8	3.9	-15.7	CCOc1ccc(-n2c(SCc3nc(-c4cccs4)no3)nnc2-c2ccncc2)cc1	-22.2
-7.9	0.6	31.2	-4.2	101.1	6.5	.	-0.3	26.4	-24.1	C=CC[C@@H](CC(=O)NCCO)C(=O)N[C@H](COC(=O)[C@@H](CC=C)Cc1ccc(F)cc1)Cc1c[nH]c2ccccc12	-31.2
0.2	0.1	-18.8	0.5	95.6	-4.8	-2.7	-2.2	11.4	-4.7	COc1cccc(C(=O)OCC(=O)NC23CC4CC(CC(C4)C2)C3)c1	18.8
3.4	3.1	-2.6	-8.6	102.5	1.8	.	1.5	86.5	-8.0	Cc1onc(-c2ccccc2Cl)c1C(=O)Nc1nnc(C(C)C)s1	2.6
-4.7	8.6	.	-6.4	95.5	19.2	.	0.9	-5.3	-3.8	COc1ccc(/C=C2\CC/C(=C\c3ccc(OC)cc3OC)C2=O)c(OC)c1	.
-2.8	26.8	-15.2	10.2	113.8	.	.	-0.3	-5.2	-4.9	CCOc1ccc(NS(=O)(=O)c2c(C)nc3sccn3c2=O)cc1	15.2
1.2	3.0	12.2	0.6	.	.	.	-0.6	4.9	-7.4	Cc1cnc(C(=O)OCC(=O)Nc2oc(-c3ccccc3)c(-c3ccccc3)c2C#N)cn1	-12.2
-6.2	-5.0	-5.3	-1.5	104.3	10.7	-0.1	-1.2	-6.1	-3.4	COc1ccc(NC(=O)CCC(=O)N2CCCC2)c([N+](=O)[O-])c1	5.3
3.1	0.1	36.7	0.6	105.6	20.4	.	-0.3	59.9	-3.0	COc1ccc(NC(=O)Nc2ccc3c(c2)N(C)C(=O)CS3)cc1OC	-36.7
-4.0	-5.3	-10.7	5.0	103.9	.	.	0.6	277.5	-6.4	O=[N+]([O-])c1ccccc1S(=O)(=O)NCCC1=CCCCC1	10.7
-0.8	9.5	12.3	-6.7	103.9	-2.0	-3.0	-2.0	4.4	3.1	CC(C)NC(=O)COC(=O)C1CSC2(c3ccc(Br)cc3)CCC(=O)N12 (stereo not drawn)	-12.3
3.3	.	-14.7	-6.9	110.1	14.8	.	-5.4	25.6	-7.5	CC(=O)Nc1nnc(SCc2cccc(F)c2)s1	14.7
-5.8	2.1	30.0	0.7	107.3	-11.3	-1.1	0.2	-28.6	-11.1	CN(CC(=O)Nc1ccc(F)cc1)C(=O)COc1ccccc1Cc1ccccc1	-30.0
-8.1	9.6	-27.9	-1.0	114.5	-7.9	-1.9	0.1	-10.2	33.7*	CN1/C(=C\C(=O)COC(=O)CNC(=O)c2ccc3ccccc3c2)C(C)(C)c2ccccc21	27.9
-4.2	15.2	40.5	-2.9	106.2	12.4	6.5	1.1	-12.2	-4.9	O=C(c1ccc(Cl)c([N+](=O)[O-])c1)N1CCCc2ccccc21	-40.5
-12.8	-7.0	7.6	-6.4	99.8	4.9	-2.3	-1.8	325.2	3.3	CSc1ccccc1NC(=O)c1ccc(Cl)s1	-7.6
1.6	-1.4	.	7.5	106.8	34.8	1.0	-0.3	0.4	-0.1	O=C(Oc1cccc(NC(=O)c2ccccc2Cl)c1)c1ccc([N+](=O)[O-])cc1	.
-8.9	8.7	-11.1	-7.4	100.5	-1.7	4.7	1.8	37.8	-3.4	N=c1c(C(=O)NC2CCCC2)cc2c(=O)n3ccccc3nc2n1CCN1CCOCC1	11.2
-8.8	2.5	-12.7	-5.3	.	15.1	.	-1.2	-18.1	4.2	CCCCCC(NC(=O)C1CCN(C(=O)[C@@H](NS(=O)(=O)c2ccc(C)cc2)C(C)C)CC1)C(=O)O (stereo partly drawn)	12.7
-13.1	1.5	-11.8	-0.9	104.8	-1.5	0.7	0.7	-22.1	-5.4	O=c1c2cnn(-c3ccccc3)c2nc(-c2cccs2)n1-c1ccc(Br)cc1	11.8
-9.3	2.9	24.3	-12.7	98.9	4.1	-0.5	0.2	-12.9	4.0	Cc1ccc(OCCCN2C(=O)C(=O)c3cccc(C)c32)cc1	-24.3
-3.1	17.2	21.5	0.7	98.6	.	2.7	0.7	-5.7	0.8	CC(=O)c1ccccc1OCCn1nnc(-c2ccc(C)cc2)n1	-21.5
6.5	21.5	-13.3	0.8	102.4	-10.4	.	-0.1	11.3	2.2	Cc1csc2nc(CNS(=O)(=O)c3ccc4c(c3)OCCO4)cn12	13.3
-6.2	-12.1	31.7	0.2	86.6	-15.2	.	-0.6	6.8	-29.4	Cc1ccc2c(=O)[nH]c(Nc3nc(C)cc(-c4ccccc4)n3)nc2c1	-31.7
6.5	-10.2	15.4	-1.9	.	-5.4	-1.6	1.8	-15.2	1.2	O=S(=O)(N1CCCCCC1)N1CCN(S(=O)(=O)N2CCOCC2)CC1	-15.4
8.6	13.3	-11.4	-5.0	89.5	-56.1	-1.7	-0.4	.	-0.3	COC(=O)C1=C(C(=O)OC)C(C(=O)OC)C(C(=O)OC)C(C(=O)OC)(C(=O)OC)C(C(=O)OC)=C1C(=O)OC (stereo not drawn)	11.4

# The closing 2 entries of the section before are carried over, then new ones follow:
PKA-R1A activ	Arr AP2 block	SR-BI DiI inh	PKA-R2B act	DSG3 Ab inh	MITF act	NSD2 inh	CDK5 inh	Mot1-301 SUMO	dFosB act	SMILES	SR-BI DiI-HDL act
6.5	-10.2	15.4	-1.9	.	-5.4	-1.6	1.8	-15.2	1.2	O=S(=O)(N1CCCCCC1)N1CCN(S(=O)(=O)N2CCOCC2)CC1	-15.4
8.6	13.3	-11.4	-5.0	89.5	-56.1	-1.7	-0.4	.	-0.3	COC(=O)C1=C(C(=O)OC)C(C(=O)OC)C(C(=O)OC)C(C(=O)OC)(C(=O)OC)C(C(=O)OC)=C1C(=O)OC (stereo not drawn)	11.4
8.5	-1.7	-2.2	-7.0	100.5	.	1.0	0.0	-5.7	-4.6	CC(C)Sc1nc2c(c(=O)[nH]c(=O)n2C)n1Cc1ccc(Cl)cc1	2.2
4.6	-10.4	-4.0	-7.4	104.9	-23.9	2.3	0.9	108.6	0.5	Cc1ccc(C2=NN(C(=O)CSc3nccn3C)C(c3ccco3)C2)cc1 (stereo not drawn)	4.0
-15.1	16.5	-8.5	0.6	102.0	4.2	2.6	-1.7	-12.7	-0.5	CCN=C1SC(C(=O)Nc2ccc(OC)cc2)CC(=O)N1CC (stereo not drawn)	8.5
-2.6	-10.1	8.5	1.9	97.9	14.8	8.8	0.2	11.7	-0.9	Cc1cc(=O)oc2c(C)c(OC(C)C(=O)NCCCN3CCCC3=O)ccc12 (stereo not drawn)	-8.5
6.0	1.0	-48.8	-2.2	107.8	-17.7	1.0	-1.5	6.3	4.2	c1ccc(OCCOCCN2CCc3ccccc3C2)cc1	48.8
-1.2	-3.8	.	-0.2	100.2	-3.1	0.9	1.2	41.8	-2.7	COc1ccc(C(=O)CSc2nn3c(=O)c(C(C)(C)C)nnc3s2)cc1	.
-8.8	-3.6	-10.2	0.6	.	2.2	-0.6	0.5	1.8	-8.4	Cc1c2ccccc2nc2ccccc12	10.2
-17.0	-0.7	.	-13.2	102.8	2.7	-0.2	-1.9	-8.9	-3.3	COc1ccccc1N1CCN(C(=O)C(C)NC(=O)c2cccc([N+](=O)[O-])c2)CC1 (stereo not drawn)	.
-6.7	1.6	-23.6	4.0	105.7	-8.9	-1.0	-1.9	-5.3	-0.7	Cc1cc(C)cc(N(CCC(=O)O)S(=O)(=O)c2ccc(Cl)cc2)c1	23.6
0.2	-8.9	-29.8	-11.1	101.7	.	.	-0.2	4.1	-1.0	Cc1cccc(NC(=O)Cc2ccc(NC3=NC4CS(=O)(=O)CC4S3)cc2)c1 (stereo not drawn)	29.8
-6.0	-3.0	8.0	2.6	96.1	-57.3	3.6	-2.2	15.8	-12.1	Cc1ccc2[nH]c(=O)c(CN(CCCN(C)C)C(=O)Nc3cccc(Cl)c3)cc2c1	-8.0
-0.2	3.5	-0.5	-6.4	.	-1.9	11.4	-3.6	-4.1	4.4	O=C(COC(=O)c1ccc([N+](=O)[O-])o1)NCc1ccc2c(c1)OCO2	0.5
-0.7	-15.3	46.9	-6.5	96.2	20.4	.	0.4	1.5	-40.8	O=C(Nc1ccc(F)cc1)N1CCN(c2ccc3nnc(-c4ccc(F)cc4)n3n2)CC1	-46.9
2.4	21.6	10.0	-11.1	101.1	.	-0.2	0.7	-18.1	0.0	NS(=O)(=O)c1ccc(CCNC(=S)NC2CCCC2)cc1	-10.0
-3.5	-7.7	-23.3	-10.2	98.4	44.4	-4.7	2.2	-29.4	0.3	C=CCSc1nnc(NC(=O)C2=COCCO2)s1	23.3
-2.2	5.2	1.2	1.7	120.8	.	-1.2	0.7	5.9	-19.8	COC(=O)c1cc(COC(=O)c2ccc3ccccc3n2)oc1C	-1.2
6.3	7.3	25.5	-0.3	103.7	102.6*	0.3	0.9	-7.7	-6.3	CCOc1cccc(C(=O)NC(=S)Nc2ccc3c(c2)OCCO3)c1	-25.5
-20.2	-6.2	-31.8	-5.6	116.2	6.4	0.3	-0.1	-22.4	-2.6	COc1cc(/C=N/NC(=S)NCCN2CCOCC2)cc(OC)c1O	31.8
